D1 PAM: enhances dopamine response at the human D1 receptor; HEK293 TREx D1 cells, calcium flux, dopamine EC20 potentiation; potentiation, % at 10 µM; 360,000 tested, 0.036% active; AID 504651; in the data active means potentiation above about 30%; further: 0% is about no effect
TRHR enhancer: allosteric enhancers of human TRH receptor; P34981; TRHR cells, fluo-8 calcium fluorescence, EC20 TRH enhancement; enhancement, % at 2 µM; 360,000 tested, 0.66% active; in the data active means enhancement above about 30%; further: 0% is about no effect
Target sequence (P34981 whole entry, looked up): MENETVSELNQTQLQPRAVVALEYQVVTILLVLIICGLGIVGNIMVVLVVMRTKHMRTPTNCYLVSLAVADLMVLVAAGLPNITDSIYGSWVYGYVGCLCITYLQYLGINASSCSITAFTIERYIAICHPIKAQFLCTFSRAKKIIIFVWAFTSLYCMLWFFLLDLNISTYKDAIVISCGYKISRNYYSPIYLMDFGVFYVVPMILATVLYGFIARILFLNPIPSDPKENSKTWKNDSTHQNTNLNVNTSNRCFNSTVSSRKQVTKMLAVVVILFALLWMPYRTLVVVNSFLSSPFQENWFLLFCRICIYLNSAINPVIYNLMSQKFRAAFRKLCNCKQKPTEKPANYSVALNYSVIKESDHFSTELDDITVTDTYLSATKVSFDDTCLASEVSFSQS
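TRHR-expressing cells loaded with fluo-8 calcium dye were read kinetically (ex 480/em 530) during compound addition, then stimulated with an EC20 of TRH (10 nM final). Enhancement of the Gq-mediated intracellular calcium response was scored.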
RXFP1 ag: agonists of human relaxin receptor RXFP1; AID 2676; HEK293T-RXFP1 cAMP TR-FRET, 30 min; response scale: percent of porcine relaxin response, buffer zero; Q9HBX9; 370,000 tested, 0.3% active; Potency, µM (highest dose often 57.5 µM), inactives show top-dose activation, most hits filed as activators; further: potency means the concentration at half of the fitted maximal effect; on the % scale 0 is the no-effect control and ±100 the full control effect; nearly all actives have a fitted effect of over 60% in size; many of its hits are not listed in these tables
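HEK293 cells stably expressing RXFP1, treated 30 min at 37C with compounds plus PDE4 inhibitor Ro 20174; cAMP measured by HTRF TR-FRET. Normalized to buffer and 29 nM porcine relaxin; EC50 by Hill fit.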
D2 PAM: positive allosteric modulators of human D2 dopamine receptor | P14416 | HEK293 T-REx D2, calcium flux, EC20 dopamine potentiation | potentiation, % at 10 µM | 340,000 tested, 0.34% active;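 active means potentiation over 3 SD above the plate norm, cut at about 30% in these data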; further: 0% is about no effect
Target sequence (P14416 whole entry, looked up): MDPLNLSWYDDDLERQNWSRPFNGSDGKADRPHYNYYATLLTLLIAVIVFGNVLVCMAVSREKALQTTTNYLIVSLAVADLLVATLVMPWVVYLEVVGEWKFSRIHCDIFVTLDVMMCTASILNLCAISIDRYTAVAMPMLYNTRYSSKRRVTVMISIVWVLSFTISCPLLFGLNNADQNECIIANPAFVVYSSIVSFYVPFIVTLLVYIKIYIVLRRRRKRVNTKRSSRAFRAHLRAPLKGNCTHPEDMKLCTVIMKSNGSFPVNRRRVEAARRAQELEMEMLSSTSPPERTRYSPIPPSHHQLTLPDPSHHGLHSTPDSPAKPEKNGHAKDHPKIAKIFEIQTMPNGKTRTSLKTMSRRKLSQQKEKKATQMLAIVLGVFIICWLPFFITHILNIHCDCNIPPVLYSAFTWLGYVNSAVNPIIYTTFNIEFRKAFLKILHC
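Using a no-wash calcium dye in inducible, force-coupled HEK293 Trex cells expressing D2, we tracked fluorescence each second for 180 s after compound, then for 180 s after EC20 dopamine to detect augmented signalling.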
TRHR ag: agonists of human TRH receptor. TRHR cells, calcium flux fluo-8, FDSS agonist mode. activation, % at 2 µM. 360,000 tested, 0.18% active. AID 493084; in the data active means activation above about 30%; further: 0% is about no effect
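TRHR-expressing cells, plated overnight in medium with 10% serum, were loaded with fluo-8 calcium dye at room temperature. After a 10 s baseline, library compound was pin-added and calcium release was recorded kinetically (ex 480/em 530) as agonist response.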
RXFP1 antagonist: antagonists of human relaxin receptor RXFP1; 350,000 tested, 0.59% active; activity change, negative = inhibition, % at 57.5 µM; HEK293-RXFP1, relaxin-stimulated cAMP HTRF, 30 min; stronger effect = lower value; Q9HBX9; AID 1259400;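 active means activity change of -60% or lower, but not beyond a set lower limit; inconclusive means change between -60% and -40%, or beyond the set limit; inactive means change above -40%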; further: on the % scale 0 is the no-effect control and ±100 the full control effect
D1 antag: human D1 dopamine receptor antagonism; HEK293 TREx D1 cells, calcium flux, dopamine EC80; stronger effect = lower value; activity change, negative = inhibition, % at 10 µM; 360,000 tested, 3.2% active; in the data active means activity change below about -30%; further: on the % scale 0 is the no-effect control and ±100 the full control effect
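Calcium flux readout: force-coupled, inducible Hek293 Trex D1 line, cells induced overnight at 30 C with tetracycline, dye-loaded 30–90 min at RT. Antagonism scored against EC80 dopamine challenge given 180 s after compound.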
D1 agonist: human D1 receptor agonism; AID 504660; HEK293 T-REx D1 cells, calcium flux, agonist mode; activation, % at 2 µM; P21728; 360,000 tested, 1% active; in the data active means activation above about 30%; further: 0% is about no effect
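Inducible HEK293 T-REx D1 cells, force-coupled to calcium signalling, were plated at 4000 cells/well with tetracycline and held overnight at 30 C. After no-wash calcium dye loading, compound-evoked calcium rise over 180 s flagged agonists.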
Anesthetic bind: candidate novel general anesthetic via apoferritin binding. P02791. apoferritin/1-aminoanthracene competitive binding, fluorescence. Potency, µM (top dose mostly 77.5 µM), for inactives: at the highest dose activity change, negative = displacement, most hits filed as inhibitors. 350,000 tested, 0.074% active; further: potency means the concentration at half of the fitted maximal effect; on the % scale 0 is the no-effect control and ±100 the full control effect; nearly all actives have a fitted effect of over 20% in size
Target sequence (P02791 2-175 limits assumed): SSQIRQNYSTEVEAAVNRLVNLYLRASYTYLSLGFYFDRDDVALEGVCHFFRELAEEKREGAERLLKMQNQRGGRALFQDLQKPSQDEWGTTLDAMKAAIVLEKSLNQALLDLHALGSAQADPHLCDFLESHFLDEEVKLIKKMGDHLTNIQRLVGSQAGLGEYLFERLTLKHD
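Apoferritin-based anesthetic binding model; compound displacement of fluorescent 1-AMA measured as endpoint fluorescence after 10 minutes at room temperature, scaled to free-ligand and complex controls.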
* hit, by the source's call; u = inconclusive; x = no result given; [ ] = remark or other dose. Unless noted, the call rests on the fitted dose curve; in most records, active means well fitted curve in the direction sought with a large enough effect; inconclusive means small, poorly fitted or top-dose-only effect, or another doubt; inactive means no such curve, though single readings can be large; an effect the other way counts as inactive or inconclusive. These rows are one share of the data; rates above refer to the full screens.

structure | RXFP1 antagonist | D2 PAM | D1 PAM | Anesthetic bind | D1 agonist | RXFP1 ag | TRHR ag | D1 antag | TRHR enhancer
CCN1CCN(C(c2nnnn2Cc2ccc3c(c2)OCO3)C(C)C)CC1 (configuration not stated) | 2 | 0 | -2 | 2% | 3 | 0.9% | -0.1 | -1 | -4
Cc1ccc(C)c(N2CCN(C(=O)C3CCCN(S(=O)(=O)c4c(C)noc4C)C3)CC2)c1 (configuration not stated) | -3 | 6 | -6 | -7% | 3 | 1.5% | -0.2 | 3 | -9
CC1=NNC(=O)C1CCC(=O)N/N=C/C(Br)=C/c1ccccc1 (configuration not stated) | 2 | -6 | 11 | -9% | 1 | -1.6% | 0.4 | 2 | 2
COc1ccc(CNC(=O)CN(C(=O)c2csnn2)c2ccc(F)cc2)cc1 | -7 | -1 | 3 | -5% | 1 | 0.5% | 0.4 | 7 | 6
Cc1occc1-c1nnc(SCC(=O)N(C)C)o1 | 5 | 8 | -10 | -17% | 3 | -0.6% | 0.4 | -7 | 24
CCCC(C(=O)NC(C)(C)CC)N(CC1CCCO1)C(=O)CNS(=O)(=O)c1ccc(F)cc1 (configuration not stated) | 9 | 3 | -5 | 1% | 1 | 0.5% | -0.2 | 3 | -3
CN(C)C(=O)N1CCC(C(=O)NCc2ccc(F)cc2)CC1 | x | 9 | -5 | 2% | 3 | 1.4% | -0.2 | -1 | -1
Cc1nc2sc3c(c2c(=O)n1N)CCC3 | -13 | 6 | 1 | -10% | 5 | 11% | 0.1 | 7 | 3
Cn1nc(-c2ccccc2)cc1NS(=O)(=O)c1ccc(C#N)cc1 | -8 | 2 | 0 | 8% | 2 | 2.1% | 0.5 | -14 | 2
CN(C)S(=O)(=O)c1cccc(N=c2scc(-c3ccc4c(c3)NC(=O)CO4)n2CC2CCCO2)c1 (configuration not stated) | -10 | 1 | -1 | -13% | -4 | -3.2% | -0.9 | -10 | 1
O=C(NCC1CCCO1)C1CCC(N2C(=O)c3ccccc3C2=O)CC1 (configuration not stated) | -2 | -8 | -8 | -11% | 3 | 0.0% | 0.1 | 4 | 11
COc1ccccc1OCC(=O)Nc1sc2c(c1C(=O)NCC1CCCO1)CCC2 (configuration not stated) | -1 | 7 | -4 | -9% | 4 | 3.0% | -0.7 | 3 | 5
Cc1ccccc1CN1CCNC(=O)C1CC(=O)N(C)CCC1CCOCC1 (configuration not stated) | 27 | -1 | 1 | 0% | 0 | 2.1% | 0.0 | 8 | -3
CC1=C(C(=O)OC(C)C)C(c2c[nH]c3ccccc23)n2ncnc2N1 (configuration not stated) | 2 | -2 | -6 | -1% | 0 | 1.1% | 0.1 | -6 | 3
NC(=O)C1CCN(Cc2nc3c(Br)cc(Br)cc3c(=O)[nH]2)CC1 | 27 | -2 | 2 | -3% | 2 | 10% | 0.3 | 1 | 3
CN(C)CCOC(=O)CC12CC3CC(C1)CC(CC(=O)OCCN(C)C)(C3)C2 | 2 | -10 | 2 | -15% | 3 | -0.5% | 0.5 | 13 | 2
COc1ccc(OC)c(-c2nc(C(=O)NCCCN3CCOCC3)cc3c2[nH]c2ccccc23)c1 | x | -18 | 2 | -12% | 2 | 4.0% | 1.1 | 5 | 1
COc1ccccc1OCCC(=O)Nc1cccc(S(=O)(=O)N2CCCCC2)c1 | -2 | -17 | -8 | -11% | 2 | 4.0% | -0.2 | -11 | -10
Cc1cc(C)nc(N2CCN(CC(=O)NCc3ccccc3)CC2)n1 | 1 | 0 | 1 | -8% | 0 | 0.6% | 0.0 | -18 | -5
CN(CC(=O)Nc1cccc(F)c1)C(=O)Cn1cnc2c1c(=O)n(C)c(=O)n2C | 11 | 8 | -2 | x | 1 | 5.8% | 0.5 | 3 | -9
CC(C)(C)C(=O)CNS(=O)(=O)c1ccc(S(=O)(=O)NC2CC2)cc1 | 3 | -4 | 0 | -4% | 2 | -1.0% | -0.1 | -8 | -22
N=c1c(C(=O)NCc2ccc3c(c2)OCO3)cc2c(=O)n3ccccc3nc2n1CC1CCCO1 (configuration not stated) | -18 | -7 | -3 | 6% | 1 | 19% | 1.1 | 11 | -7
CCCC(NC(=S)NCC1CCCO1)C12CC3CC(CC(C3)C1)C2 (configuration not stated) | -12 | 4 | 0 | -11% | 1 | 1.9% | 0.2 | 2 | -17
COc1cccc(-c2cc(-c3cccnc3)nc(N)c2C#N)c1 | -4 | -7 | -4 | 1% | 1 | u | -0.5 | -5 | -7
COc1ccc(NC(=O)CN(C)CC(=O)NC(=O)NC2CCCCC2)cc1 | 1 | 11 | -2 | x | 0 | -0.6% | -0.8 | 12 | -3
Cc1ccnc(NS(=O)(=O)c2ccc(-n3cccn3)cc2)c1 | 3 | -3 | 4 | -3% | 2 | 2.7% | -0.1 | -24 | 5
O=C(CN1c2ccccc2Sc2ccccc21)N/N=C/c1ccccc1 | -17 | -10 | -1 | -6% | 1 | -1.0% | 0.6 | 15 | -3
CCOc1ccc(CCNC(=O)Nc2cccc(OC)c2)cc1OCC | -13 | 6 | -7 | 0% | 6 | 3.9% | -1.2 | -5 | -5
CN(C)CCCNC1=CC(=O)OC12CCCCC2 | -16 | 7 | -1 | 3% | 2 | 2.4% | 0.0 | 1 | 23
CCOc1ccc(CCNC(=O)CSc2ncn[nH]2)cc1OCC | 0 | 6 | -4 | -5% | 0 | -1.5% | 2.1 | -14 | 4

Pulled one by one from the list above:
structure | RXFP1 antagonist | D2 PAM | D1 PAM | Anesthetic bind | D1 agonist | RXFP1 ag | TRHR ag | D1 antag | TRHR enhancer
Cc1ccc(C)c(N2CCN(C(=O)C3CCCN(S(=O)(=O)c4c(C)noc4C)C3)CC2)c1 (configuration not stated) | -3 | 6 | -6 | -7% | 3 | 1.5% | -0.2 | 3 | -9
COc1ccc(OC)c(-c2nc(C(=O)NCCCN3CCOCC3)cc3c2[nH]c2ccccc23)c1 | x | -18 | 2 | -12% | 2 | 4.0% | 1.1 | 5 | 1
CN(C)S(=O)(=O)c1cccc(N=c2scc(-c3ccc4c(c3)NC(=O)CO4)n2CC2CCCO2)c1 (configuration not stated) | -10 | 1 | -1 | -13% | -4 | -3.2% | -0.9 | -10 | 1
CC1=C(C(=O)OC(C)C)C(c2c[nH]c3ccccc23)n2ncnc2N1 (configuration not stated) | 2 | -2 | -6 | -1% | 0 | 1.1% | 0.1 | -6 | 3

At a glance, some entries already given:
structure | RXFP1 antagonist | D2 PAM | D1 PAM | Anesthetic bind | D1 agonist | RXFP1 ag | TRHR ag | D1 antag | TRHR enhancer
CCN1CCN(C(c2nnnn2Cc2ccc3c(c2)OCO3)C(C)C)CC1 (configuration not stated) | 2 | 0 | -2 | 2% | 3 | 0.9% | -0.1 | -1 | -4
Cc1ccc(C)c(N2CCN(C(=O)C3CCCN(S(=O)(=O)c4c(C)noc4C)C3)CC2)c1 (configuration not stated) | -3 | 6 | -6 | -7% | 3 | 1.5% | -0.2 | 3 | -9
CC1=NNC(=O)C1CCC(=O)N/N=C/C(Br)=C/c1ccccc1 (configuration not stated) | 2 | -6 | 11 | -9% | 1 | -1.6% | 0.4 | 2 | 2

(continued)
structure | RXFP1 antagonist | D2 PAM | D1 PAM | Anesthetic bind | D1 agonist | RXFP1 ag | TRHR ag | D1 antag | TRHR enhancer
CCN(CC)c1ccc(N2C(=O)/C(=C/c3cccnc3)SC2=S)cc1 | 5 | -3 | -3 | -15% | 5 | -5.0% | -0.9 | -4 | -3
CCc1ccc2oc(C(=O)Nc3ccc(S(N)(=O)=O)cc3)c(C)c2c1 | -6 | -1 | 4 | -1% | 7 | u | -2.2 | -9 | 0
Cc1ccc2nc(COc3ccc(N(C)S(=O)(=O)c4ccccc4)cc3)cc(=O)n2c1 | -6 | 1 | -11 | -13% | 16 | 3.1% | 1.6 | -32* | 4
O=C(Nc1cccc(Cl)c1)c1ccncc1 | 5 | 15 | 1 | -2% | 3 | 0.3% | 1.8 | -9 | 4
CC/C(=N\NC(=O)c1c(C)nc2ccccn12)c1ccccc1 | -7 | -6 | -9 | 0% | 3 | 8.6% | 0.6 | -5 | -2
CCc1ccc(NC(=O)Cn2c(=O)n(CCC(=O)NCc3ccc4c(c3)OCO4)c(=O)c3ccccc32)cc1 | x | 21 | 2 | -6% | -1 | 5.5% | 0.1 | 6 | -7
COc1cccc(C(C(=O)NC2CCCC2)N(C(=O)c2ccco2)c2ccc(-n3cnnn3)c(C)c2)c1OC (configuration not stated) | -15 | 4 | -5 | -19% | 2 | 0.4% | -0.3 | -7 | -2
Cc1cc(Cl)c2oc(C(=O)NCC(C)(C)N3CCOCC3)c(C)c2c1 | 2 | 1 | -3 | -2% | 0 | -0.1% | 0.1 | 3 | -2
Cc1cc(NC(=O)CCC(=O)N(c2ccccc2)C(C(=O)NC2CCCC2)c2ccc(F)cc2)no1 (configuration not stated) | 8 | x | -5 | -1% | 1 | 0.5% | -0.8 | 17 | -4
CCOC(=O)c1ccc(N(CC(=O)NC2CCCCC2)C(=O)CNC(=O)c2ccco2)cc1 | -1 | 0 | -7 | -13% | 2 | -0.5% | 0.9 | -2 | -2
O=C(Nc1nc2ccccc2n1CCN1CCCC1)C1CCCCC1 | 3 | -21 | -2 | -12% | 0 | 2.4% | -0.5 | -30* | -1
Cc1cccc(OCC(=O)NNC(=O)c2cc(S(=O)(=O)N(C)C)ccc2N2CCCC2)c1 | 6 | 9 | -4 | x | 0 | -0.1% | 0.0 | -2 | -1
CN(C(=O)Cn1c(=O)n(Cc2ccc(C(=O)NCc3ccc4c(c3)OCO4)cc2)c(=O)c2ccccc21)c1ccccc1 | x | -12 | 5 | 34%[activator] | 1 | 2.7% | 3.0 | -3 | -1
CCOC(=O)C1(CCc2ccccc2)CCN(C(=O)CCc2cnccn2)CC1 | -4 | 0 | -2 | -21% | 0 | 3.8% | 0.5 | -10 | -5

From PubChem BioAssay
